Keap1 Nrf2 FP = Keap1-Nrf2 protein-protein interaction inhibitors, primary screen, biochemical, fluorescence polarization, single point; Kelch-like ECH-associated protein 1 (Homo sapiens), Q14145; Keap1 Kelch-Nrf2 peptide fluorescence polarization, 1536-well; inhibition, % at 9.4 µM; 340,000 compounds, 0.15% hits; AID 504523, 2011; in the data active = inhibition above about 12%; inconclusive = no clear call, values can overlap the other calls; inactive = below about 7.3%;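 also: human Keap1 Kelch domain with fluorescein labeled Nrf2 9mer peptide probe; 0% = neutral control wells and 100% = peptide positive control; higher means more block of Keap1 binding to Nrf2 peptide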
V-ATPase pH = regulators of yeast V-ATPase proton pumping, primary screen, pHLuorin cytosolic pH fluorescence; response, % at 10 µM; 350,000 compounds, 0.37% hits; S. cerevisiae; in the data active = response mostly above about 7.3%, no sharp cut-off; inactive = mostly below about 5.4%; also: actives read high; inactives centre near 0; some compounds called inactive have numbers as strong as hits; reference of the scale not given here
MOR-DOR ag = agonists of OPRM1-OPRD1 heterodimerization, primary screen, cell-based, luminescence; 340,000 compounds, 0.3% hits; Mu-type opioid receptor (Homo sapiens) + Delta-type opioid receptor (Homo sapiens), …; activation, % at 9.3 µM; cells; in the data active = activation above about 18%;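 also: 0% = vehicle-treated cells and 100% = reference agonist; values of inactives mirror those of a sister screen read the other way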
Target sequence (P35372 whole entry, looked up): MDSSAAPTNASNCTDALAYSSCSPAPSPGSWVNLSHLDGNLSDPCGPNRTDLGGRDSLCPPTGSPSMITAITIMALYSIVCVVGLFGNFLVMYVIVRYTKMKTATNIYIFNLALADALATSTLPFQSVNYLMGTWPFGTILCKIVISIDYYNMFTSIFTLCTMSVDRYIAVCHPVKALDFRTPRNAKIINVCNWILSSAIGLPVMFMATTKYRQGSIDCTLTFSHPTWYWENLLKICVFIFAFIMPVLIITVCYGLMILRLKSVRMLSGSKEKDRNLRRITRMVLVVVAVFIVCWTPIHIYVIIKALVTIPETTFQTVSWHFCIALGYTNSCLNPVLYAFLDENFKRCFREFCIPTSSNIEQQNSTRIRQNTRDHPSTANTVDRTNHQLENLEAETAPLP
Target sequence (P41143 whole entry, looked up): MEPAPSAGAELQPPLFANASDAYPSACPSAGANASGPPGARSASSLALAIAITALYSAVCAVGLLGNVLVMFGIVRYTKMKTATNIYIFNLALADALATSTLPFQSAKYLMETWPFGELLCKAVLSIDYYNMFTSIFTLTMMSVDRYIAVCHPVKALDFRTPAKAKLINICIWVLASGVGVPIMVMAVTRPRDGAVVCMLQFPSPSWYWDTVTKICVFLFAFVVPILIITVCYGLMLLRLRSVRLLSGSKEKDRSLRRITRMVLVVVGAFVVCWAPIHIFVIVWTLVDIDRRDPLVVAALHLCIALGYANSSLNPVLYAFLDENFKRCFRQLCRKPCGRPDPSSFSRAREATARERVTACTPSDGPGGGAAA
DSG3 Ab inh = inhibitors of pemphigus antibody binding to DSG3, primary screen, biochemical, bead-based, flow cytometry, scFv-GFP; DSG3-coupled beads, scFv-anti-DSG3-GFP binding; stronger effect = lower value; binding (percent of control), % at 10 µM; 310,000 compounds, 0.48% hits; AID 588358, 2011;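 active = binding more than 3 SD below its plate's average and above zero; inconclusive = below that plate limit but binding exactly zero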; also: some compounds called inactive have numbers as strong as hits
Cardiac RTF inh = cardiac RTF calcium sensitivity inhibitors, primary screen, biochemical, IANBD-TnC fluorescence, EC70 calcium; AID 493244, 2011; Troponin I, cardiac muscle (Homo sapiens) + Troponin T, cardiac muscle (Homo sapiens) + …; inhibition, % at 7.15 µM; IANBD-labeled cardiac RTF, Ca2+ fluorescence; 340,000 compounds, 0.12% hits;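 active = inhibition above the mean inhibition of all tested compounds plus 3 SD, cut at about 17% in these data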;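 also: assay run at fixed EC70 calcium of 1.6 mM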
Arr AP2 block = inhibitors of beta-arrestin/AP2 binding, primary screen, biochemical, GPCR trafficking, flow cytometry; inhibition, % at 10 µM; FITC-arrestin peptide / GST-AP2 beads; AP2 beta2 appendage carries R879A mutation; beta-arrestin 1 C-terminal peptide binding to AP2 beta2-adaptin appendage (human); 340,000 compounds, 0.31% hits;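 active = inhibition above a set limit, near 3 SD of compounds lacking own fluorescence, cut at about 54% in these data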;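 also: plate controls were DMSO wells for no effect and 5 µM unlabelled arrestin peptide for full effect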
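Assay system: GST-AP2 R879A bound to glutathione beads, E. coli-expressed; Medium: PBS with 0.05% Tween 20 and 0.1% BSA; Also added: fluorescein-tagged arrestin peptide at 50 nM final; Timing: 12 min plus 1 h, RT; Measured by: flow cytometry, FL1 (488/535 nm); Evaluation: percent drop in bead-associated FITC signal.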
MOR-DOR inv ag = inverse agonists of MOR-DOR heterodimerization, primary screen, cell-based, luminescence; AID 504357, 2011; Mu-type opioid receptor (Homo sapiens) + Delta-type opioid receptor (Homo sapiens), …; inhibition, % at 9.3 µM; cell-based MOR-DOR heterodimer luminescence, inverse agonism; 340,000 compounds, 0.21% hits; in the data active = inhibition above about 22%, passing the limit was not always enough;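 also: 0% = cells with DMSO and 100% = wells without cells with DMSO; values of inactives mirror those of a sister screen read the other way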
Wnt bcat act = Wnt/beta-catenin pathway activators, primary screen, cell-based, plate reader, single point | 300,000 compounds, 1.2% hits | activation, % at 9.35 µM | AID 743398, 2014 | Wnt/beta-catenin reporter cell assay, activator; in the data active = activation above about 30%, passing the limit was not always enough; inconclusive = no clear call, values can overlap the other calls;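 also: 0% = neutral control wells and 100% = positive control wells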
cardiac RTF act = cardiac RTF calcium sensitivity activators, primary screen, biochemical, IANBD-TnC fluorescence, EC20 calcium; Troponin I, cardiac muscle (Homo sapiens) + Troponin T, cardiac muscle (Homo sapiens) + …; IANBD-labeled TnC RTF fluorescence at EC20 calcium; 0% EC20 calcium, 100% full calcium; activation, % at 7.2 µM; 340,000 compounds, 0.24% hits; AID 493008, 2010;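 active = activation above the mean over all tested compounds plus 3 SD, cut at about 30% in these data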;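 also: rise in fluorescence read as greater calcium sensitivity of cardiac thin filaments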
C-LANA FP = inhibitors of KSHV C-LANA binding to DNA, primary screen, biochemical, fluorescence polarization, FAM-LBS DNA, MBP-C-LANA, single point; inhibition, % at 9 µM; 340,000 compounds, 0.078% hits;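 active = highest replicate inhibition at or above 60% at 9 µM, even if other replicates fall short; inactive = all replicates below 60% inhibition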;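 also: 0% = neutral control wells and 100% = 4 µM acridine orange control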
An asterisk follows results filed as active.

How did C/C(=N\Nc1cccc(C(=O)O)c1)c1ccc(Cl)s1 do in these assays?
Keap1 Nrf2 FP: -3; V-ATPase pH: -3; MOR-DOR ag: -1.2; DSG3 Ab inh: 103; Cardiac RTF inh: -9; Arr AP2 block: -7; MOR-DOR inv ag: 6; Wnt bcat act: 16; cardiac RTF act: 1; C-LANA FP: 2.8

What do the screens show for `O=C(Nc1ncc(Br)s1)C1CCCN1S(=O)(=O)c1cccc2cccnc12` (stereo not drawn)?
Keap1 Nrf2 FP: -4; V-ATPase pH: 0; MOR-DOR ag: 4.2; DSG3 Ab inh: 100; Cardiac RTF inh: -1; Arr AP2 block: -1; MOR-DOR inv ag: -21; Wnt bcat act: -4; cardiac RTF act: 5; C-LANA FP: -0.6

How did O=S(=O)(N/N=C/c1c(F)cccc1Cl)c1ccccc1 do in these assays?
Keap1 Nrf2 FP: -4; V-ATPase pH: 3; MOR-DOR ag: -3.7; DSG3 Ab inh: 115; Cardiac RTF inh: -12; Arr AP2 block: 1; MOR-DOR inv ag: 17; Wnt bcat act: -1; cardiac RTF act: -1; C-LANA FP: 2.8

Results for CCOC(=O)CSc1nnc(CNC(=O)c2cccc(C)c2)n1-c1ccccc1OC ?
Keap1 Nrf2 FP: 2; V-ATPase pH: 0; MOR-DOR ag: -2.7; Cardiac RTF inh: 5; Arr AP2 block: 19; MOR-DOR inv ag: 12; Wnt bcat act: 0; cardiac RTF act: -3; C-LANA FP: 0.8

What do the screens show for `Cc1ccc(/C=N/Nc2nc3ccccc3[nH]2)s1`?
Keap1 Nrf2 FP: -3; V-ATPase pH: -10; MOR-DOR ag: -1.2; DSG3 Ab inh: 131; Cardiac RTF inh: 9; Arr AP2 block: 0; MOR-DOR inv ag: 6; Wnt bcat act: 156*; cardiac RTF act: -2; C-LANA FP: -0.8

How did O=C(NCCC1CCCC1)C1CCC(=O)N(CCCN2CCCC2=O)C1 (stereo not drawn) do in these assays?
Keap1 Nrf2 FP: 0; V-ATPase pH: 5; MOR-DOR ag: -1.4; DSG3 Ab inh: 100; Cardiac RTF inh: 5; Arr AP2 block: 25; MOR-DOR inv ag: 7; Wnt bcat act: 0; cardiac RTF act: -3; C-LANA FP: -0.1

Results for COC(=O)[C@H](Cc1ccccc1)NC(=O)NCc1ccccc1OC ?
Keap1 Nrf2 FP: 0; V-ATPase pH: -1; MOR-DOR ag: -2.2; DSG3 Ab inh: 107; Cardiac RTF inh: 2; Arr AP2 block: 3; MOR-DOR inv ag: 12; cardiac RTF act: -6; C-LANA FP: -1.0

Results for COCCNC(=O)/C(C#N)=C/c1cc(C(C)C)c(OC)cc1C ?
Keap1 Nrf2 FP: -4; V-ATPase pH: -1; MOR-DOR ag: -1.1; DSG3 Ab inh: 109; Cardiac RTF inh: 4; Arr AP2 block: 10; MOR-DOR inv ag: 6; Wnt bcat act: -2; cardiac RTF act: 4; C-LANA FP: -1.5

How did Cc1ccc(OCCOCCN(C)C)c(Cl)c1 do in these assays?
Keap1 Nrf2 FP: -2; V-ATPase pH: 1; MOR-DOR ag: 1.4; DSG3 Ab inh: 97; Cardiac RTF inh: -3; Arr AP2 block: 23; MOR-DOR inv ag: -7; Wnt bcat act: 4; cardiac RTF act: 2; C-LANA FP: -0.6

Results for C[C@@H]1CN([C@H](C)CO)C(=O)c2cc(NC(=O)Nc3cccc4ccccc34)ccc2O[C@H]1CN(C)Cc1ccc(C(F)(F)F)cc1 ?
Keap1 Nrf2 FP: 0; V-ATPase pH: 0; MOR-DOR ag: -1.0; DSG3 Ab inh: 104; Cardiac RTF inh: 3; Arr AP2 block: 18; MOR-DOR inv ag: 4; Wnt bcat act: -3; cardiac RTF act: -9; C-LANA FP: 2.4

Results for Cn1c(N)c(C(=O)NCc2ccccc2)sc1=S ?
Keap1 Nrf2 FP: 0; V-ATPase pH: -2; MOR-DOR ag: -2.3; DSG3 Ab inh: 160; Cardiac RTF inh: -1; Arr AP2 block: 11; MOR-DOR inv ag: 12; cardiac RTF act: 3; C-LANA FP: 1.3

What do the screens show for `CSc1nsc(NC(=O)Nc2ccccc2)n1`?
Keap1 Nrf2 FP: -1; V-ATPase pH: -3; MOR-DOR ag: -0.3; DSG3 Ab inh: 116; Cardiac RTF inh: 4; Arr AP2 block: 4; MOR-DOR inv ag: 1; Wnt bcat act: inconclusive; cardiac RTF act: 1; C-LANA FP: 0.5

Looked up one by one from the list above, 3 records:
What do the screens show for `CSc1nsc(NC(=O)Nc2ccccc2)n1`?
Keap1 Nrf2 FP: -1; V-ATPase pH: -3; MOR-DOR ag: -0.3; DSG3 Ab inh: 116; Cardiac RTF inh: 4; Arr AP2 block: 4; MOR-DOR inv ag: 1; Wnt bcat act: inconclusive; cardiac RTF act: 1; C-LANA FP: 0.5

What do the screens show for `Cc1ccc(/C=N/Nc2nc3ccccc3[nH]2)s1`?
Keap1 Nrf2 FP: -3; V-ATPase pH: -10; MOR-DOR ag: -1.2; DSG3 Ab inh: 131; Cardiac RTF inh: 9; Arr AP2 block: 0; MOR-DOR inv ag: 6; Wnt bcat act: 156*; cardiac RTF act: -2; C-LANA FP: -0.8

How did Cc1ccc(OCCOCCN(C)C)c(Cl)c1 do in these assays?
Keap1 Nrf2 FP: -2; V-ATPase pH: 1; MOR-DOR ag: 1.4; DSG3 Ab inh: 97; Cardiac RTF inh: -3; Arr AP2 block: 23; MOR-DOR inv ag: -7; Wnt bcat act: 4; cardiac RTF act: 2; C-LANA FP: -0.6

More compounds:
What do the screens show for `CCOc1cc(CNCCCN2CCOCC2)cc(Cl)c1OCC(=O)NC(C)(C)C`?
Keap1 Nrf2 FP: -8; V-ATPase pH: -1; MOR-DOR ag: -2.4; DSG3 Ab inh: 91; Cardiac RTF inh: -13; Arr AP2 block: 9; MOR-DOR inv ag: 12; Wnt bcat act: -2; cardiac RTF act: 6; C-LANA FP: 1.3

Results for CCCCc1nnc(NC(=O)C2=COCCO2)s1 ?
Keap1 Nrf2 FP: 1; V-ATPase pH: -5; MOR-DOR ag: -0.7; DSG3 Ab inh: 107; Cardiac RTF inh: -5; Arr AP2 block: 24; MOR-DOR inv ag: 4; Wnt bcat act: -1; cardiac RTF act: 1; C-LANA FP: 1.2

How did Cc1cc(C)n(S(=O)(=O)c2ccc3ccccc3c2)n1 do in these assays?
Keap1 Nrf2 FP: -1; V-ATPase pH: 0; MOR-DOR ag: -1.9; DSG3 Ab inh: 87; Cardiac RTF inh: -15; Arr AP2 block: 9; MOR-DOR inv ag: 10; Wnt bcat act: -3; cardiac RTF act: -6; C-LANA FP: -2.6

Results for Cc1cccc(OCCCC(=O)Nc2ccc(S(N)(=O)=O)cc2)c1 ?
Keap1 Nrf2 FP: 0; V-ATPase pH: 0; MOR-DOR ag: -3.3; DSG3 Ab inh: 99; Cardiac RTF inh: -12; Arr AP2 block: -4; MOR-DOR inv ag: 17; Wnt bcat act: 36*; cardiac RTF act: 4; C-LANA FP: -0.5

How did CCCS(=O)(=O)N1CCN(S(=O)(=O)c2ccc(F)cc2)CC1 do in these assays?
Keap1 Nrf2 FP: 0; V-ATPase pH: -1; MOR-DOR ag: 0.0; DSG3 Ab inh: 97; Cardiac RTF inh: 1; Arr AP2 block: -1; MOR-DOR inv ag: 0; Wnt bcat act: 2; cardiac RTF act: -2; C-LANA FP: -0.8

How did CCOc1ccc(-c2c(=O)n(OCc3ccc([N+](=O)[O-])cc3)c3ccccc3[n+]2[O-])c(OCC)c1 do in these assays?
Keap1 Nrf2 FP: 1; V-ATPase pH: -6; MOR-DOR ag: -2.7; DSG3 Ab inh: 97; Cardiac RTF inh: -10; Arr AP2 block: -6; MOR-DOR inv ag: 15; Wnt bcat act: -7; cardiac RTF act: -1; C-LANA FP: 2.7

What do the screens show for `Cn1c(=O)c2c(ncn2CC(O)CNc2ccc(Cl)cc2)n(C)c1=O` (stereo not drawn)?
Keap1 Nrf2 FP: -2; V-ATPase pH: 0; MOR-DOR ag: -1.7; DSG3 Ab inh: 95; Cardiac RTF inh: 4; Arr AP2 block: 3; MOR-DOR inv ag: 9; Wnt bcat act: -3; cardiac RTF act: -6; C-LANA FP: 1.7

Results for CCCc1cc(=O)[nH]c(SCC(=O)Nc2oc(C)c3c(C)n[nH]c(=O)c23)n1 ?
Keap1 Nrf2 FP: -1; V-ATPase pH: -1; MOR-DOR ag: -3.4; Cardiac RTF inh: -22; Arr AP2 block: -12; MOR-DOR inv ag: 18; Wnt bcat act: -1; cardiac RTF act: 8; C-LANA FP: -0.7

Results for Cc1sc2ncnc(N3CCC(C(=O)NNC(=O)COc4ccccc4F)CC3)c2c1C ?
Keap1 Nrf2 FP: 3; V-ATPase pH: -1; MOR-DOR ag: 0.5; DSG3 Ab inh: 102; Cardiac RTF inh: -10; Arr AP2 block: -17; MOR-DOR inv ag: -2; Wnt bcat act: -2; cardiac RTF act: -2; C-LANA FP: -0.5

Results for CC1(C)CC(=O)C(C=NCCc2ccccn2)=C(O)C1 ?
Keap1 Nrf2 FP: 4; V-ATPase pH: 4; MOR-DOR ag: 0.5; DSG3 Ab inh: 97; Cardiac RTF inh: -8; Arr AP2 block: 16; MOR-DOR inv ag: -3; Wnt bcat act: -2; cardiac RTF act: 1; C-LANA FP: -5.7

What do the screens show for `Cc1cc(-c2n[nH]c(=S)n2/N=C/C(Cl)=C/c2ccccc2)n[nH]1`?
Keap1 Nrf2 FP: 1; V-ATPase pH: 0; MOR-DOR ag: 0.7; DSG3 Ab inh: 100; Cardiac RTF inh: 9; Arr AP2 block: -30; MOR-DOR inv ag: -3; Wnt bcat act: 16; cardiac RTF act: 13; C-LANA FP: 0.3

Compound activity deposited in PubChem by several laboratories.
